# TSHR antagonist = Antagonists of the Thyroid Stimulating Hormone Receptor: HTS campaign; activity change, negative = inhibition, % at 11.5 µM; 0.2% of 330,000 active; Thyrotropin receptor (Homo sapiens), P16473; TSHR-expressing cells, TSH-stimulated cAMP HTRF, 2 h; stronger effect = lower value;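 active = activity change below a set negative limit, meaning inhibition stronger than a set level, cut at about -70% in these data; inconclusive = activity change between two set negative limits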; note: % is set by controls: 0 for no effect and ±100 for the full control effect
#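 Cell-based HTRF cAMP assay; TSHR cells + compound, TSH EC80 (4nM final), 2 h, 37 deg C. Lysis with anti-cAMP cryptate and cAMP-d2, 30 min RT, read 665/620 nm.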
# A-T KAP1 phos = qHTS Assay for Identifying a Potential Treatment of Ataxia-Telangiectasia. AID 485349, 2010. 0.19% of 320,000 active. […] A-T fibroblasts, KAP-1 phosphorylation AlphaLISA; neocarzinostatin DNA damage 30 min before lysis. Potency, µM (titrated, usually from 57.5 µM), without a hit: top-dose activation, actives largely listed as activators; note: potency is the fitted concentration of half-maximal effect; % of control where 0% means no effect; nearly all actives have a fitted effect of over 45% in size
#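 ATM-like activity read as KAP-1 phosphorylation via AlphaLISA donor/acceptor antibody pairs after lysis and 6 hr at 25C. Cells were ATM-null patient fibroblasts ([…], hTERT), dosed 60 min, then exposed to the DSB inducer NCS for 30 min.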
# Eya2 phos inh = qHTS Assay for Inhibitors of the Phosphatase Activity of Eya2. 0.006% of 330,000 active. Potency, µM (highest dose often 76.9 µM), without a hit: top-dose activity, negative = inhibition, actives largely listed as inhibitors. recombinant Eya2, OMFP fluorescence dephosphorylation (OMFP is methylfluorescein phosphate); note: potency is the fitted concentration of half-maximal effect; % is set by controls: 0 for no effect and ±100 for the full control effect
# Target sequence (O00167 whole entry, looked up): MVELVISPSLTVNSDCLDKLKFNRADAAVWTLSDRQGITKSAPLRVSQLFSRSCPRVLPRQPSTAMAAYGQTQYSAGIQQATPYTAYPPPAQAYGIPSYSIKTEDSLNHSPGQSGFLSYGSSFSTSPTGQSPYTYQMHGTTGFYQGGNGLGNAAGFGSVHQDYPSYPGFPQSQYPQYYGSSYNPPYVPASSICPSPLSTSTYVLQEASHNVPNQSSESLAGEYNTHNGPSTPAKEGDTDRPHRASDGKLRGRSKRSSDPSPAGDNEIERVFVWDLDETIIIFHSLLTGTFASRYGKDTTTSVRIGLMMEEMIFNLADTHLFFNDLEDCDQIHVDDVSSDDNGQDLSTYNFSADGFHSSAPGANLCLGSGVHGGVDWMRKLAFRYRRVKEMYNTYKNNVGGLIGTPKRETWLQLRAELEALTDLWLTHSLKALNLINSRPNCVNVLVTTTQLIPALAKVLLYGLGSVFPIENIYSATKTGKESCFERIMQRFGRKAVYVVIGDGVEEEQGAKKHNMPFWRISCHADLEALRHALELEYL
#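 Eya2 (0.2 uM) preincubated 10 min at ambient with compound, then OMFP substrate added at 50 uM; 10 min reaction in 50 mM HEPES pH 7.5, 50 mM NaCl, 5 uM MgCl2, 0.05% BSA, 1 mM DTT. Fluorescence read at Ex 485/Em 525 nm.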
# PTAP TSG101 blk = qHTS Assay for Iinhibitors of HIV-1 Budding by Blocking the Interaction of PTAP/TSG101 | Fluorescence polarization, FITC-PTAP peptide / Tsg101 binding | Potency, µM (highest dose often 115 µM), inactives show top-dose activity change, negative = inhibition, usual class: inhibitors | 340,000 tested, under 10 active | AID 493005, 2010; active = well fitted inhibition curve with a large enough effect in the main read-out, with a control signal flat, not every such curve was filed as active; inconclusive = small, poorly fitted or top-dose-only effect, or effect the other way, or a change in a side signal; inactive = no such curve, though single readings can be large or run the other way; note: potency is the fitted concentration of half-maximal effect; % of control where 0% means no effect
# Target sequence (Q99816 whole entry, looked up): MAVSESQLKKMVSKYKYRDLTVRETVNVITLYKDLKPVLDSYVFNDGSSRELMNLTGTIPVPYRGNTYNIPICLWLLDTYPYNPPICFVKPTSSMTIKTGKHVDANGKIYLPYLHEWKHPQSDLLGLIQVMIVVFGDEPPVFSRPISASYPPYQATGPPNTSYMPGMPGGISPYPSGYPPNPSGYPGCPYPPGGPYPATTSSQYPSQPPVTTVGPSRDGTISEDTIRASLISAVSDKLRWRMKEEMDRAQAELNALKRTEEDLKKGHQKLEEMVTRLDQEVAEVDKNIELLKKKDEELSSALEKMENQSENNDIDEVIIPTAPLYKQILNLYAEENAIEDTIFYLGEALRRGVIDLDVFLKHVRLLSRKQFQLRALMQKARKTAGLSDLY
#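 Fluorescence anisotropy tracks displacement of a FITC-tagged PTAP peptide (50 nM) from the Tsg101 binding domain (10 uM), following a 20 min room-temperature incubation at pH 7.5.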
# Chronic BCR inh = qHTS Assay to Find Inhibitors of Chronic Active B-Cell Receptor Signaling | ABC-DLBCL IkBa-CBG/CBR reporter, luminescence ratio, 4 h | Potency, µM (doses to about 46.1 µM), for inactives: at the highest dose ratio change, negative = lower green/red ratio, hits mostly inhibitors | 0.05% of 340,000 active | AID 493014, 2011; active = well fitted inhibition curve with a large enough effect in the signal ratio, with a control signal flat, not every such curve was filed as active; inconclusive = small, poorly fitted or top-dose-only effect, or effect the other way, or a change in a side signal; the % refers to the signal ratio;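 note: potency is the fitted concentration of half-maximal effect; plate controls were basal doxycycline-induced cells for no effect and cells given 10 µM MG132 for full effect; MG132 reads +100%, hits lower the ratio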
#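 Concentration-response series (up to 46 uM) were applied to TMD8 dual-reporter cells for 4 h at 37C with doxycycline. Green/red ratio, after filter-overlap correction, defined %Activity; red signal alone was normalised to basal cells and zero luminescence.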
# Integrin act MD = qHTS for Activators of Integrin-Mediated Alleviation for Muscular Dystrophy. alpha7betagal myoblasts, beta-gal FDG fluorescence, 48 h. Potency, µM (highest dose often 38.3 µM), without a hit: top-dose activation, hits mostly activators. 0.064% of 350,000 active;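 note: potency is the fitted concentration of half-maximal effect; 100% = response of the positive control SU9516; nearly all actives have a fitted effect of over 60% in size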
#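 Alpha7betagal+/- myoblasts (passage 13) were plated 16-24 hr, then exposed to compounds (1:260 dilution of DMSO stock) for 48 hours at 37C. After MPER lysis, β-galactosidase reporter activity was read as FDG fluorescence (ex 480/em 540) after 30 minutes.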
# Mito fusion yeast = qHTS Assay for Small Molecule Inhibitors of Mitochondrial Division or Activators of Mitochondrial Fusion. AID 485298, 2010. Potency, µM (series often up to 46.1 µM), for inactives: top-dose growth rescue (activation), most hits filed as activators. S. cerevisiae fusion-defective mutant growth rescue, CellTiterGlo 48 h. 0.23% of 320,000 active;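 note: potency is the fitted concentration of half-maximal effect; % of control where 0% means no effect; nearly all actives have a fitted effect of over 45% in size; temperature-sensitive fusion mutants such as fzo1-1 at 37 °C on non-fermentable ethanol glycerol medium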
#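 Compounds are tested for their ability to restore growth of mitochondrial fusion-defective yeast strains at non-permissive 37C in YPEG medium over 48 hours. Viability is quantified by luciferase luminescence.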
# TCR activator = Activators of T cell receptors: qHTS campaign; primary human leukocytes, anti-CD3, IL-2 HTRF, 48 h; Potency, µM (highest dose often 9.22 µM), inactives show top-dose activation of IL-2 secretion, actives largely listed as activators; 330,000 tested, under 10 active; note: % of control where 0% means no effect
#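 Using a-CD3 beads without co-stimulation, primary human leukocytes were exposed to compounds for 48 hr. An HTRF IL-2 kit measured the cytokine, with europium-to-d2 energy transfer producing emission at 665nm upon 320nm excitation.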
# S-ASM inh = Inhibitors of Secretory Acid Sphingomyelinase (S-ASM): qHTS; Potency, µM (top dose mostly 57.5 µM), without a hit: at the top dose activity change, negative = inhibition, usual class: inhibitors; 0.006% of 340,000 active; placental ASM, HMU-PC fluorogenic substrate, 60 min; note: potency is the fitted concentration of half-maximal effect
#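 Fluorogenic HMU-PC substrate (9 uM final) is turned over by placental ASM in 60 min at 37 C after a 10 min compound preincubation. Reaction ended by alkaline stop (pH 10), with fluorescence read at 386/447 nm.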
# Tb PFK block = qHTS Assay to Find Inhibitors of T. brucei phosphofructokinase; ATP-dependent 6-phosphofructokinase (Trypanosoma brucei brucei), O15648; T. brucei PFK, ADP-Glo luminescence; Potency, µM (titrated, usually from 57.5 µM), inactives show at the top dose activity, negative = inhibition, hits mostly inhibitors; 0.17% of 330,000 active;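 note: potency is the fitted concentration of half-maximal effect; 0% = uninhibited 1x PFK enzyme wells and -100% = no-enzyme wells; nearly all actives have a fitted effect of over 60% in size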
#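 1.25 nM PFK with 0.5 mM F6P and 0.1 mM ATP in 0.1 M TEA pH 8.0, 5 mM MgCl2, incubated 45 min at room temperature; ADP measured by ADP-Glo luminescence; compounds titrated up to 57 uM.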
# ELG1 DNA repair = qHTS screen for small molecules that inhibit ELG1-dependent DNA repair in human embryonic kidney (HEK293T) cells expressing luciferase-tagged ELG1 | HEK293T ELG1-luciferase reporter, luminescence, 16 h; DNA damage induced by 5-fluorouridine | Potency, µM (highest dose often 46.1 µM), without a hit: top-dose activity change, negative = inhibition, most hits filed as inhibitors | 2.3% of 330,000 active | AID 504467, 2011; note: potency is the fitted concentration of half-maximal effect; % is set by controls: 0 for no effect and ±100 for the full control effect; nearly all actives have a fitted effect of over 55% in size
#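 Quantitative HTS, concentration-response format. 2,000 cells/well co-treated with 5-fluorouridine and compound, 16 hr in 5% CO2 at 37 °C; ONE-Glo luminescence read after 30 min.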
# * marks the source's active call; other numbers are inactive results; ? = inconclusive; . = not tested or not shown; [ ] = remark or other dose. Unless noted, calls come from the whole dose curve; as a rule, active = well fitted curve in the direction sought with a large enough effect; inconclusive = small, poorly fitted or top-dose-only effect, or another doubt; inactive = no such curve, though single readings can be large; an effect the other way counts as inactive or inconclusive.
SMILES,TSHR antagonist,A-T KAP1 phos,Eya2 phos inh,PTAP TSG101 blk,Chronic BCR inh,Integrin act MD,Mito fusion yeast,TCR activator,S-ASM inh,Tb PFK block,ELG1 DNA repair
O=C(NC1CC2CCCC(C1)N2C(=S)Nc1ccc(Cl)cc1)C1CC1 (stereo not given),-9,3%,-1%,-1%,8%,1%,-10%,-6%,1%,4%,7%
CCOC(=O)c1ccccc1NC(=O)C1COc2ccccc2O1 (stereo not given),-5,9%,-3%,-10%,7%,45%,?,-3%,-10%,0%,6%
COc1cc(NC(=O)NC2Cc3ccccc3C2)cc(OC)c1,1,4%,-12%,0%,2%,3%,-1%,-4%,-1%,1%,?
O=C(c1cccn2c(=O)c3cc4ccccc4cc3nc12)N1CCN(c2ccccc2)CC1,-10,0%,8%,.,4%,.,0%,.,.,1%,?
Brc1ccc(-c2nn3c(-c4ccccn4)nnc3s2)o1,-3,-8%,11%,-5%,?,-5%,-5%,3%,28%,?,-10%
C=C(C)CC(NCc1ccco1)c1ccc(OC)cc1 (stereo not given),12,-8%,-2%,-5%,10%,23%,0%,-4%,2%,4%,8%
CCOC(=O)CNC(=O)CSc1nnc(-c2ccco2)n1N,9,-16%,-6%,-4%,1%,15%,-2%,-3%,4%,2%,?
O=[N+]([O-])c1ccc(F)cc1Oc1nc(-c2cccnc2)nc2ccccc12,-10,-3%,-1%,-7%,-4%,-21%,5%,6%,4%,-4%,?
O=C1CCCCN1CC(=O)N1CCCC(N2CCN(c3ccccc3F)CC2)C1 (stereo not given),4,-1%,0%,1%,0%,-17%,-2%,-6%,-1%,2%,2%
COc1ccc(Cc2nnc(SCC(=O)c3c(N)n(C4CC4)c(=O)[nH]c3=O)o2)cc1,5,2%,1%,8%,?,-1%,1%,-3%,2%,-6%,22%
O=C(CN1C(=O)c2ccccc2C1=O)Nc1ccc(Cl)cn1,16,6%,-15%,-1%,11%,20%,1%,-4%,1%,0%,17%
CC1Oc2ccccc2N(Cc2ccccc2F)C1=O (stereo not given),-12,13%,-6%,.,2%,.,10%,.,.,0%,2%
Cc1cc(NC(=O)CN2C(=O)NC3(CCC(C)CC3)C2=O)no1 (stereo not given),1,5%,-5%,-8%,-13%,8%,-3%,-5%[46.1 µM],6%,6%,23%
O=C(Nc1cccc(Cl)c1)Nc1cccc(Cl)c1,-15,.,2%,-4%,?,-6%,0%,-4%[46.1 µM],-8%,-9%,-28%
Cc1ccccc1C(=O)N1CCC(C(=O)NC2CCCC2)CC1,7,1%,8%,0%,-11%,11%,-2%,-4%,-1%,3%,-10%
Cc1ccc2c(c1)N(C(=O)CCC(=O)NCc1cccc(Cl)c1)CC(C)O2 (stereo not given),-43,-1%,-13%,-1%,5%,7%,16µM*,-4%,6%,-4%,8%
O=C(NCc1ccccn1)c1cc2cc(Br)ccc2oc1=O,3,-5%,5%,-4%,?,25%,0%,-21%,4%,14%,19%
O=C(Nc1ccccc1F)c1ccc(S(=O)(=O)N2CCCCCC2)cc1,-13,-2%,-7%,-6%,?,28%,1%,2%,-4%,0%,0%
O=C(NCc1cccnc1)c1cc(Sc2ccccc2Cl)nc2ccccc12,-1,-1%,6%,1%,-1%,?,8%,8%,-1%,?,?
Cc1ccc(NC(=O)CSCC(=O)NCCc2ccccc2)c(C)c1,3,-13%,-10%,-1%,6%,-46%[inhibitor],-1%,4%,0%,0%,10%
COc1ccc(NC(=O)CN(C)C(=O)c2cc3c(cc2Cl)N2CCCCCC2=NS3(=O)=O)cc1,8,1%,-24%,-2%,18%,?,-1%,4%,0%,-7%,2%
Cc1ccc2nc(NC(=O)c3ccc4c(c3)OCO4)sc2c1,0,14%,-7%,-7%,?,11%,-7%,7%,6%,-1%,?
Cn1cc(CN2CCC(n3nccc3NC(=O)CCOc3ccccc3)CC2)cn1,17,1%,13%,-5%,-1%,?,-1%,5%,-2%,-1%,15%
NS(=O)(=O)c1ccc(CCNC(=O)COC(=O)/C=C/c2ccccc2Cl)cc1,11,6%,6%,-1%,2%,-40%,-6%,3%,-2%,0%,?
Cc1ccccc1CN(C)C(C)C(=O)Nc1ccccc1F (stereo not given),-17,22%,?,-1%,?,-4%,5%,9%,6%,-3%,?
Cc1nc2ccc(-n3ccc(=O)cc3)cc2s1,-7,7%,4%,2%,0%,18%,5%,0%,0%,-2%,?
O=C(N/N=C/c1ccccc1F)c1csc2c1CCCC2,3,7%,5%,-12%,1%,28%,0%,-3%,-11%,-1%,?
CN(C)C(CNC(=O)c1ccc2nccnc2c1)c1ccco1 (stereo not given),-10,10%,1%,-10%,6%,0%,.,1%,22%,-28%,?
O=C(CC(SCCO)c1ccc2c(c1)OCO2)c1ccco1 (stereo not given),2,1%,-2%,-9%,?,-28%,-11%,-1%,76%[activator],-1%,19%
COc1cc(Br)c(CCNC(=O)Cc2ccccc2)cc1OC,5,1%,2%,-6%,-8%,5%,3%,4%,3%,2%,12%
CC(C)OC(=O)Nc1ccc(Oc2c(F)c(F)c(F)c(F)c2F)cc1,-9,5%,-8%,-4%,4%,0%,11%,11%,3%,-6%,-16%
C[C@@H](C(=O)Nc1ccc2ccccc2c1)[C@H]1C[C@]1(C)[C@H](NC(=O)c1cccnc1)c1ccccc1,-10,5%,-5%,-5%,-1%,-23%,7%,-7%,-3%,-1%,18µM*
CC(C)NC(=O)c1ccc(COCC(F)(F)C(F)F)cc1,30,3%,-21%,-3%,?,9%,0%,-4%,7%,-4%,?
CC(=O)c1cccc(NC(=O)c2ccco2)c1,-5,0%,7%,-1%,-1%,22%,9%,2%,0%,4%,15%
Cc1ccc(S(=O)(=O)NCCC(=O)Nc2ccc(Cl)c(Cl)c2)cc1C,-21,-4%,-13%,-2%,-6%,-22%,3%,0%[46.1 µM],-14%,1%,-9%
COc1cc(NC(=O)C/C(C)=N/NC(=O)Cc2ccc(Cl)cc2)c(OC)cc1Cl,-12,-4%,15%,-6%,-1%,1%,1%,.,4%,-16%,-14%
CCOc1cccc(/C(O)=C2/C(=O)C(=O)N(Cc3ccco3)C2c2ccncc2)c1 (stereo not given),-14,-1%,12%,-6%,-11%,-2%,-3%,-4%,-1%,-5%,0%
CC(=O)COc1c(-c2ccco2)oc2ccccc2c1=O,-1,4%,5%,-14%,5%,-6%,-1%,6%,82%[activator],2%,-2%
COc1ccc(CCNC(=O)C(=O)NCC2OCCN2S(=O)(=O)c2ccccc2)cc1 (stereo not given),-1,1%,?,0%,1%,6%,5%,3%,3%,-1%,-4%
COc1ccc(C(OC(=O)c2cccs2)C(=O)NCC2CCCO2)cc1 (stereo not given),-6,-1%,18%,0%,5%,0%,-16%,0%,3%,-5%,16%
COCCN(C(=S)Nc1ccc(C)c(C)c1)C(C)c1ccco1 (stereo not given),0,2%,-13%,2%,-11%,17%,0%,-6%,-1%,0%,?

# Pulled by structure from above (two):
SMILES,TSHR antagonist,A-T KAP1 phos,Eya2 phos inh,PTAP TSG101 blk,Chronic BCR inh,Integrin act MD,Mito fusion yeast,TCR activator,S-ASM inh,Tb PFK block,ELG1 DNA repair
CC(C)OC(=O)Nc1ccc(Oc2c(F)c(F)c(F)c(F)c2F)cc1,-9,5%,-8%,-4%,4%,0%,11%,11%,3%,-6%,-16%
O=[N+]([O-])c1ccc(F)cc1Oc1nc(-c2cccnc2)nc2ccccc12,-10,-3%,-1%,-7%,-4%,-21%,5%,6%,4%,-4%,?

# High-throughput results: PubChem BioAssay, National Center for Advancing Translational Sciences (NCATS)
